Compound activity from PubChem BioAssay.
HEK293 tox: qHTS of GLP-1 Receptor Inverse Agonists: Cytotox Screen; HEK293 cAMP-luciferase reporter cells, luminescence, 24 h; Potency, µM (top dose mostly 38.3 µM), without a hit: at the top dose activity change, negative = inhibition, usual class: inhibitors; 410,000 tested, 0.13% active; AID 624418, 2012;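 note: loss of luciferase light is scored as toxicity; potency is the fitted concentration of half-maximal effect; % is set by controls: 0 for no effect and ±100 for the full control effect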
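1536-well qHTS counterscreen of the MLSMR; 200 cells/uL, 12 h pre-incubation, 23 nL cpd, 24 h at 37 deg C 5% CO2, luciferase detection reagent, 12 min RT, luminescence. Inhibition = undesired.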
KB-V1 cytotox: qHTS assay for MDR1-selective chemotherapeutics: Primary screen using the drug-selected MDR subline cells KB-V1 | KB-V1 MDR cells viability, CellTiter-Glo, 72 h | AID 1347076, 2019 | 400,000 tested, 3.4% active | Potency, µM (highest dose often 46.1 µM), inactives show top-dose activity change, negative = cytotoxicity, actives largely listed as cytotoxic; note: potency is the fitted concentration of half-maximal effect; % is set by controls: 0 for no effect and ±100 for the full control effect; nearly all actives have a fitted effect of over 60% in size
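Following 72 h at 37 degrees C with compound, KB-V1 cell viability was read by CellTiter-Glo luminescence, medium being phenol-red-free DMEM plus 10% FBS; concentration-response parameters came from normalized, curve-fitted qHTS data.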
GLP1R ag: qHTS of GLP-1 Receptor Agonists. HEK293 GLP-1R CRE-luciferase, luminescence, 4-6 h; cells express a hypersensitive GLP-1R form. Potency, µM (top dose mostly 45.6 µM), for inactives: at the top dose activation, usual class: activators. 380,000 tested, 0.007% active. AID 624172, 2012; note: potency is the fitted concentration of half-maximal effect; % of control where 0% means no effect
Target sequence (P43220 whole entry, looked up): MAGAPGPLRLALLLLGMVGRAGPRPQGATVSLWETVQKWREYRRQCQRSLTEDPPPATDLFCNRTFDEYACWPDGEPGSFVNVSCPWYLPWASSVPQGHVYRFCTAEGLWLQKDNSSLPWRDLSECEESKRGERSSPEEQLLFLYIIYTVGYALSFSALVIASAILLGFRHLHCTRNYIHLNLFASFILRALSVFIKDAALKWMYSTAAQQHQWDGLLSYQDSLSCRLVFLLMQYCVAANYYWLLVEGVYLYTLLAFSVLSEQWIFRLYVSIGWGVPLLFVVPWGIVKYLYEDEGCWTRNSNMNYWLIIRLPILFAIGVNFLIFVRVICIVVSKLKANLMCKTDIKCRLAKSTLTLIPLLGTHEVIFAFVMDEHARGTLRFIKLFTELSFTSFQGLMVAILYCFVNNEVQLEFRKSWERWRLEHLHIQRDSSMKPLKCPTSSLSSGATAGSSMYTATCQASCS
TDP43 rescue: qHTS of TDP-43 Inhibitors; Potency, µM (highest dose often 46.1 µM), without a hit: top-dose growth rescue (activation), actives largely listed as activators; 410,000 tested, 1.8% active; AID 652104, 2013; TDP-43 expressing yeast growth rescue, BacTiter-Glo, 24 h; note: potency is the fitted concentration of half-maximal effect; % of control where 0% means no effect; nearly all actives have a fitted effect of over 50% in size
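Cell-based yeast growth screen: TDP-43 expression induced in galactose, inoculum OD600=0.02 after raffinose pregrowth to mid-log. Read-out BacTiter-Glo luminescence at 24 hr, 30 deg C; inhibition of toxicity seen as signal increase.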
GLP1R inv ag: qHTS of GLP-1 Receptor Inverse Agonists (Inhibition Mode) | Glucagon-like peptide 1 receptor (Homo sapiens), P43220 | Potency, µM (series often up to 38.3 µM), without a hit: at the top dose activity change, negative = inhibition, most hits filed as inhibitors | 410,000 tested, 1.6% active | AID 624417, 2012 | HEK293 GLP-1R CRE-luciferase, luminescence, 24 h; GLP-1R form is constitutively active; note: potency is the fitted concentration of half-maximal effect; % is set by controls: 0 for no effect and ±100 for the full control effect; nearly all actives have a fitted effect of over 55% in size
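Using stably transfected HEK293 (constitutively active GLP-1R, cAMP-luciferase reporter), compounds were incubated 24 hr and luciferase measured by luminescence.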
PTHR1 agonist: qHTS for PTHR1 Agonists: Primary Screen. 410,000 tested, 0.075% active. Potency, µM (highest dose often 115 µM), inactives show at the top dose activation, most hits filed as activators. Parathyroid hormone/parathyroid hormone-related peptide receptor (Homo sapiens), Q03431. HEK293 GP2 PTHR1 cells, GloSensor cAMP luminescence, 1 h; note: potency is the fitted concentration of half-maximal effect; nearly all actives have a fitted effect of over 55% in size; some results filed as inactive show a strong effect at the top dose; inactives centre near -15; many of its hits are not listed in these tables
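HEK-293-derived GP2 cells expressing PTHR1 and a GloSensor cAMP reporter, 3,000/well, plated overnight, given luciferin plus IBMX (each 0.5 mM as added) for 1 h at 37 °C, then compound for 1 h at 37 °C. Luminescence was read after 15 min at room temperature.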
DRD3 antagonist: qHTS of D3 Dopamine Receptor Antagonist: qHTS; D3R cells, DiscoveRx beta-arrestin luminescence, antagonist mode; hits give low values; max response, negative = inhibition, %; 360,000 tested, 2.5% active; in the data active = max response below about -50%; inconclusive = no clear call, values can overlap the other calls; note: % is set by controls: 0 for no effect and ±100 for the full control effect; mostly tested at two doses, the higher about 12 µM
Target sequence (P35462 whole entry, looked up): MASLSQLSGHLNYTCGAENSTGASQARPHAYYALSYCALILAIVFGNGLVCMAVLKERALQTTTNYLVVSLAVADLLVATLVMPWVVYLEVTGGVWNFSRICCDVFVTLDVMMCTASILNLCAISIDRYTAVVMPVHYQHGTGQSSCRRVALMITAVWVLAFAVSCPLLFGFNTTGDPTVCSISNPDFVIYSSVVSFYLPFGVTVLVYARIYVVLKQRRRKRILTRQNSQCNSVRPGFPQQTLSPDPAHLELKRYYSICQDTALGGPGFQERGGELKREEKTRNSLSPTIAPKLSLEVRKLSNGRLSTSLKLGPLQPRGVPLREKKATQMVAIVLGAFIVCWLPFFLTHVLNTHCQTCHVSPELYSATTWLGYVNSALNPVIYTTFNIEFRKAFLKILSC
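Cells expressing the human receptor were seeded at 1500 cells/well, incubated overnight at 37 degrees C in 5% CO2, then exposed to library compounds with dopamine controls for 90 minutes at 37 degrees C before luminescent detection.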
D3 ag: qHTS of D3 Dopamine Receptor Agonist: qHTS; D(3) dopamine receptor (Homo sapiens), P35462; D3R DiscoveRx beta-arrestin cells, luminescence, 90 min; max activation, %; 410,000 tested, 0.58% active; AID 652048, 2013; in the data active = max activation above about 30%; note: 0% is about no effect; mostly tested at two doses, the higher about 12 µM
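Agonist mode: compounds and dopamine controls were applied to plated cells for 90 min at 37 degrees C after an overnight attachment at 1500 cells/well. Luminescent read-out followed 30 - 60 minutes at room temperature with DiscoveRx detection reagent.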
aSyn yeast inh: qHTS of alpha-syn Inhibitors; 370,000 tested, 0.14% active; Yeast expressing alpha-synuclein, growth rescue, BacTiter-Glo, 24 h; AID 652106, 2013; Potency, µM (series often up to 46.1 µM), inactives show top-dose growth rescue (activation), actives largely listed as activators; note: potency is the fitted concentration of half-maximal effect; % of control where 0% means no effect; nearly all actives have a fitted effect of over 65% in size
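Screening used galactose-induced yeast with toxic alpha-synuclein levels, exposed to compound for 24 hr at 30 deg C. Cell growth, read with BacTiter-Glo luminescence, gave the measured signal.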
* marks the source's active call; other numbers are inactive results; i = inactive; ? = inconclusive; / = no result given; & = joins results of further samples; ! = a repeat was not active; [ ] = remark or other dose. Unless noted, calls come from the whole dose curve; as a rule, active = well fitted curve in the direction sought with a large enough effect; inconclusive = small, poorly fitted or top-dose-only effect, or another doubt; inactive = no such curve, though single readings can be large; an effect the other way counts as inactive or inconclusive. These rows are one share of the data; rates above refer to the full screens.

SMILES	HEK293 tox	KB-V1 cytotox	GLP1R ag	TDP43 rescue	GLP1R inv ag	PTHR1 agonist	DRD3 antagonist	D3 ag	aSyn yeast inh
CC(=O)N1c2ccc(S(=O)(=O)NCCC(=O)Nc3ccc(Br)c(C)c3)cc2CC1C (stereo not drawn)	0%	13%	/	8%	-25%	-46%[inhibitor]	/	-4	/
O=C(NNC(=O)c1cccc2ccccc12)c1ccccc1O	3%	-25%	-4%	-4%	-28%	?	1	0	-6%
O=C(Oc1ccc[nH]c1=O)c1ccc(F)cc1	-33%	13%	-3%	0%	?	i	0	8	5%
O=C(OCc1c(F)cccc1Cl)c1cccnc1Cl	?	19%	26%	?	-18%	i	7	2	4%
CCCNC(=O)c1cc(C2CCCCN2C(=O)c2ccc(OC)cc2)on1 (stereo not drawn)	-27%	-11%	-7%	-5%	-9%	-20%	0	-11	-24%
Cc1cc(NS(=O)(=O)c2ccc(NC(=O)/C=C/c3ccc(Br)cc3)cc2)no1	18%	?	18%	-7%	-8%	-20%	-14	12	-2%
CCOc1ccc(CCN2C(=S)N([C@@H](Cc3ccc(O)cc3)CN3CCC[C@@H]3CN3C(=S)NC[C@@H]3Cc3ccccc3)C[C@@H]2Cc2ccc(O)cc2)cc1	-6%	14%	-1%	12%	?	16%	0	-22	-28%
COc1ccc(/C=C/C(=O)c2ccc3c(c2)OCCO3)cc1[N+](=O)[O-]	?	-28%	2%	13µM*	?	-15%[57.5 µM]	-51*	-1	0%
CCn1c(COc2cccc3ccccc23)nnc1SCC(=O)OC1CCCCC1	13%	-8%	8%	29%	0%	-40%[inhibitor]	-11	-5	0%
CC1=NN(c2ccc(C(=O)O)c(N)c2)C(=O)C1	-16%	11%	2%	-16%	2%	-4%	0	-6	10%
CCn1cc(/C=C(\NC(=O)c2ccc(OC)c(OC)c2)C(=O)N2CCN(C)CC2)c2ccccc21	-8%	9%	2%	23%	-8%	-4%	8	5	0%
CN1C/C(=C/c2cccnc2)C(=O)/C(=C/c2cccnc2)C1	?	15µM*	-24%	-20%	?	-94%[inhibitor]	-55*	-8	10%
COc1ccc(S(=O)(=O)Nc2ccccc2C(=O)N2CCOCC2)cc1Cl	-7%	0%	0%	-15%	0%	0%	3	-8	1%
Cc1ccc(S(=O)(=O)Nc2ccccc2C(=O)Nc2ccc(S(=O)(=O)Nc3nccc(C)n3)cc2)cc1	5%	1%	-19%	4%	17%	-9%	0	-5	0%
O=C(/C=C/c1ccccc1[N+](=O)[O-])OCC(=O)N1CCCC1	-7%	-14%	0%	14%	6%	-24%	10	-2	1%
COc1cccc(-c2cn3c(n2)sc2cc(C(=O)NC4CCCCCC4)ccc23)c1	0%	/	/	11%	15%	i	/	5	/
Cc1c(NC(=O)c2ccc(Cl)c(S(=O)(=O)N3CCOCC3)c2)c(=O)n(-c2ccccc2)n1C	3%	3%	9%	-39%[inhibitor]	0%	-33%[inhibitor]	-23	12	-9%
O=C(NCCc1c[nH]c2ccccc12)/C(=C/c1ccco1)NC(=O)c1ccco1	1%	1%	1%	-18%	5%	-2%	-13	-13	-5%
Cc1c(Cl)cccc1NC(=O)N1CCCN(c2nc(-c3ccccc3)ns2)CC1	-5%	?	6%	?	5µM*	-21%	0	8	10%
Clc1c(-c2ccccc2)nc2ccccn12	8%	-11%	12%	/	11%	-6%	26	12	6%

Reprinted from the part before: 2 entries; new compounds follow.
SMILES	HEK293 tox	KB-V1 cytotox	GLP1R ag	TDP43 rescue	GLP1R inv ag	PTHR1 agonist	DRD3 antagonist	D3 ag	aSyn yeast inh
Cc1c(Cl)cccc1NC(=O)N1CCCN(c2nc(-c3ccccc3)ns2)CC1	-5%	?	6%	?	5µM*	-21%	0	8	10%
Clc1c(-c2ccccc2)nc2ccccn12	8%	-11%	12%	/	11%	-6%	26	12	6%
Cc1ccc(NC(=O)c2ccc(OC(=O)C(C)Oc3ccc(Cl)cc3C)cc2)cc1 (stereo not drawn)	-2%	?	-10%	10%	4%	i	-5	-5	-2%
Cc1ccc(SCCNC(=O)c2ccc(CN3CCOCC3)cc2)cc1	8%	-13%	12%	-8%	?	-16%	-5	-5	1%
CCc1ccc(N(CC(=O)NC(C)(C)CC)C(=O)CCC(=O)Nc2nccs2)cc1	-26%	?	-3%	-27%	?	-10%	5	4	6%
Cc1cc(C)cc(Nc2cc(C)nc3nc(-c4ccco4)nn23)c1	-20%	-12%	/	?	?	-14%	/	5	/
O=C(CCS(=O)(=O)c1ccccc1)Nc1cccc(-c2nc3ccccc3s2)c1	?	-14%	-7%	8%	?	-43%[inhibitor]	26	4	-4%
COc1ccc(NC(=O)CN2CCN(c3ccccn3)CC2)cc1Cl	24%	-17%	11%	6%	31%	i	-4	11	-4%
CC(=O)O[C@]1(C(C)=O)CC[C@H]2[C@@H]3C=C(Cl)C4=CC(=O)CC[C@]4(C)[C@H]3CC[C@@]21C	3%	?	-1%&8%	12%	5%	-35%[inhibitor]	24	19&5	6%
Cc1ccc(OCCC(=O)NNC(=O)c2ccncc2)cc1	3%	?	-3%	14%	13%	-7%	26	-5	3%
O=C(NCCO)/C(=C\c1cccc([N+](=O)[O-])c1)NC(=O)c1ccco1	6%	?	0%	3%	12%	-21%	3	1	-2%
Cc1cnc(NC(=O)CSc2nnc(COc3c(C)cccc3C)o2)s1	-2%	-6%	-4%	12%	-18%	-36%[inhibitor]	1	4	-9%
Cc1cc(C)cc(C(=O)NCCc2csc(-c3ccc(C(F)(F)F)cc3)n2)c1	2%	/	/	16%	8%	-8%	/	8	/
O=C(Nc1ccc(F)cc1)c1cccc(N2C(=O)c3ccccc3C2=O)c1	4%	17%	5%	-2%	-8%	-4%	1	0	1%
O=C(Nn1cnc2ccccc2c1=O)c1ccc(F)cc1Cl	12%	13%	-7%	-17%	-4%	i	-21	-4	-3%
CC(C)n1cnc2c(N(C)c3ccccc3)nc(N(CCN(C)C)Cc3ccccc3)nc21	?	-3%	7%	12%	?	14%	-70*	-44	2%
O=C(C1=C(O)C(=O)N(c2ccccc2)C1c1ccc([N+](=O)[O-])cc1)c1cccs1 (stereo not drawn)	7%[0.307 µM]	-5%	-17%	7%	-13%[0.307 µM]	-17%	-6	4	4%
O=C(NCc1cccs1)c1ccc2c(c1)OCCO2	-3%	1%	-15%	-6%	3%	-8%[57.5 µM]	15	3	11%
O=C(OC(C(=O)NCc1ccc2c(c1)OCO2)c1ccncc1)c1ccc(Cl)nc1 (stereo not drawn)	-5%	26%	10%	-6%	5%	-1%	5	12	-7%
O=C(NCCc1ccco1)C(=O)NCC1CCCN1S(=O)(=O)c1ccccc1 (stereo not drawn)	-30%	?	16%	-4%	?	-25%	14	-13	-3%
O=C(Nc1ccccc1-c1nnn(CC(=O)N2CCOCC2)n1)c1ccc(F)cc1	-6%	0%	5%	-3%[9.22 µM]	-5%	-11%	-22	-7	3%
COc1ccc(C)cc1S(=O)(=O)Nc1cc2c3c(c1)CCN3C(=O)CC2	-2%	1%	28%	-13%	108%[activator]	i	6	9	-10%
COc1ccc(C(=O)OCC(=O)c2ccc3c(c2)NC(=O)CO3)cc1[N+](=O)[O-]	2%	0%	-3%	0%	7%	-56%[inhibitor]	?	-4	-10%
O=C1C2CC=CCC2C(=O)N1Nc1ccccc1 (stereo not drawn)	-29%	4%	1%	-3%	?	i	-15	0	2%
O=C1[C@H](Cc2ccccc2)NCCCC[C@@H](c2ccc(Cl)cc2)N1Cc1ccccc1	?	23µM*!	-2%	12%	?	-64%[inhibitor]	-5	0	-28%
Cc1ccc([N+](=O)[O-])cc1S(=O)(=O)N1CCNCC1	-1%	-1%	7%	15%	31%	i	-10	9	0%
CC(C)n1cc(/C=N\NC(=O)c2cc3c(ccc4ccccc43)o2)c2ccccc21	2%	-17%	3%	-3%	0%	i	-11	3	20%
CC1CCN(C(=O)COC(=O)C2CCN(S(=O)(=O)c3ccc(Cl)c(C(F)(F)F)c3)CC2)CC1	-5%	6%	-7%	12%	7%	-19%	1	5	5%
CC(C)c1ccc(CC(=O)N2CCC2(C)C(=O)NCCC#N)cc1 (stereo not drawn)	1%	0%	-4%	8%	4%	-2%	2	-11	-2%
Cc1ccc(-c2nc(S(=O)(=O)c3ccc(C)cc3)c(N3CCCCCC3)o2)cc1	8%	-8%	/	-10%	3%	-9%	/	-13	/
C#CCOCCOCCOCCNc1nc(N2CCN(C(=O)Cn3cc(CCCN=C(N)N)nn3)CC2)nc(N2CCN(C(=O)[C@H]([C@@H](C)CC)n3cc(CCC(=O)O)nn3)CC2)n1	-11%	23%	-1%	-6%	27%	-12%	-13	-15	-4%
COc1ccccc1CCn1cnc(C)c1CC(C)C	-11%	-11%	-1%	9%	?	7%	-78*	-18	1%
O=C(CSc1nnnn1-c1ccc(F)cc1)Nc1ccccc1F	9%	4%	3%	10%	-23%	-33%[inhibitor]	?	-6	-11%
COc1ccc(S(=O)(=O)N2CCN(c3ccccn3)CC2)cc1[N+](=O)[O-]	-6%	-12%	2%	10%	13%	-18%	13	3	3%
Cc1ccc(NC(=O)COc2cccnc2[N+](=O)[O-])cc1S(=O)(=O)N1CCOCC1	-3%	-21%	11%	-7%	32%[activator]	i	0	-1	-2%
COc1ccc(-c2noc(CN(C)Cc3ccccc3)n2)c(OC)c1OC	34%	?	-6%	10%	-10%	23%	-15	-5	1%
